Source: PubChem BioAssay (National Center for Advancing Translational Sciences (NCATS))
RGS4 inhibitor – Inhibitors of Regulator of G Protein Signaling (RGS) 4: qHTS. Regulator of G-protein signaling 4 (Homo sapiens), P49798. Transcreener GDP fluorescence polarization, RGS4-accelerated GTP hydrolysis. Potency, µM (top dose mostly 114 µM), for inactives: at the top dose activity change, negative = inhibition, usual class: inhibitors. 390,000 tested, 0.039% active. AID 504845, 2011; note: % is set by controls: 0 for no effect and ±100 for the full control effect; nearly all actives have a fitted effect of over 75% in size; some results filed as inactive show a strong effect at the top dose
Target sequence (P49798 whole entry, looked up): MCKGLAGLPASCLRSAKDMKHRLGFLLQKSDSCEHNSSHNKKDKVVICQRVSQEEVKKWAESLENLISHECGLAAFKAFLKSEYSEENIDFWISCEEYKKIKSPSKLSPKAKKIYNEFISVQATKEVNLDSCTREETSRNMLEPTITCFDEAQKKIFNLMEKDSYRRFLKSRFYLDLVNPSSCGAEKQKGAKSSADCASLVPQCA
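MLSMR compounds (23 nl, pin-transferred) preincubated 10 min at room temperature with a 500nM (2x) first reagent, then RGS4 at 900nM (2x) plus Transcreener GDP mix added; fluorescence polarization (620/688 nm) read before and after 90 min at 30 °C.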
RXFP1 agonist – qHTS Assay for Agonists of the Relaxin Receptor RXFP1; Relaxin receptor 1 (Homo sapiens), Q9HBX9; HEK293T-RXFP1 cAMP TR-FRET, 30 min; response scale: percent of porcine relaxin response, buffer zero; Potency, µM (highest dose often 57.5 µM), inactives show top-dose activation, hits mostly activators; 370,000 tested, 0.3% active; AID 2676, 2010; note: % is set by controls: 0 for no effect and ±100 for the full control effect; nearly all actives have a fitted effect of over 60% in size; many of its hits are not listed in these tables
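HEK293 cells stably expressing RXFP1, treated 30 min at 37C with compounds plus PDE4 inhibitor Ro 20174; cAMP measured by HTRF TR-FRET. Normalized to buffer and 29 nM porcine relaxin; EC50 by Hill fit.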
mIDH1 inhibitor – qHTS for Inhibitors of mutant isocitrate dehydrogenase 1 (IDH1): qHTS | Isocitrate dehydrogenase [NADP] cytoplasmic (Homo sapiens), O75874 | IDH1-R132H enzyme, NADPH consumption, diaphorase/resazurin fluorescence | Potency, µM (highest dose often 76.6 µM), without a hit: top-dose activity change, negative = inhibition, hits mostly inhibitors | 390,000 tested, 0.093% active; note: % is set by controls: 0 for no effect and ±100 for the full control effect; nearly all actives have a fitted effect of over 65% in size
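IDH1-R132H (0.5 ug/mL) preincubated 30 min with compound, then NADPH (0.016 mM) and alpha-KG (2 mM) added; 80 min at RT, pH 7.5. Remaining NADPH coupled via diaphorase/resazurin to fluorescence (540/590 nm); concentration-response curves normalized to no-enzyme control.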
USP1-UAF1 inh – Inhibitors of USP1/UAF1: Primary Screen; Ubiquitin carboxyl-terminal hydrolase 1 (Homo sapiens), O94782; recombinant USP1/UAF1, Ub-Rhodamine cleavage fluorescence; Potency, µM (highest dose often 57.1 µM), for inactives: at the highest dose activity change, negative = inhibition, usual class: inhibitors; 390,000 tested, 0.23% active; note: % is set by controls: 0 for no effect and ±100 for the full control effect; nearly all actives have a fitted effect of over 60% in size; inactives centre near -12
Target sequence (O94782 whole entry, looked up): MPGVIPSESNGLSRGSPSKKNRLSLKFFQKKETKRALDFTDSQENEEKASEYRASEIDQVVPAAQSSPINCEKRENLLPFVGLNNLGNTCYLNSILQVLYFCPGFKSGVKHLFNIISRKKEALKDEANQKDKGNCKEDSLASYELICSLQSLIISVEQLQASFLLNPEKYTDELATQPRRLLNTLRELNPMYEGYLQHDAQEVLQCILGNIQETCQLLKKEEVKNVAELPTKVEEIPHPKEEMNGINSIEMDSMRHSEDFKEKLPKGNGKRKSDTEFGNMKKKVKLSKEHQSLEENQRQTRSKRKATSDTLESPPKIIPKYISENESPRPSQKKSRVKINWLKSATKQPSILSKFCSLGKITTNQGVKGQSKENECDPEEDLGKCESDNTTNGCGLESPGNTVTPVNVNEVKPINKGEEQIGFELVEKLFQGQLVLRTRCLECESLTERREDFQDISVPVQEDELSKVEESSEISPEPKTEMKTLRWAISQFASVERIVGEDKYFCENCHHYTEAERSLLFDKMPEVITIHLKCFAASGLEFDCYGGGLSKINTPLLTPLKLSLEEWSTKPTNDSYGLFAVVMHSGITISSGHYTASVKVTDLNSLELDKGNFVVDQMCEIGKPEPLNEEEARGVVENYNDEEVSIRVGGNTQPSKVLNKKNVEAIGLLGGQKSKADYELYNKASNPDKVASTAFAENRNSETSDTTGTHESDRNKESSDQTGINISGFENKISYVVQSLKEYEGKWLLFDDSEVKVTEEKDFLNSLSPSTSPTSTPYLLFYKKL
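1 nM enzyme complex + cpd, 15 min RT; start with Ub-Rho 150nM final; kinetic fluorescence ex 480/em 540, 6 reads q60 s. Buffer 50mM HEPES pH 7.8, 0.5mM EDTA, 0.1 mg/ml BSA, 1mM TCEP, 0.01% Tween-20.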
Vif-APOBEC3F blk – qHTS for Inhibitors of Vif-A3F Interactions: qHTS. Potency, µM (titrated, usually from 46.1 µM), without a hit: top-dose activity, negative = active. HeLa A3F-eYFP + Vif (tagged APOBEC3F with the HIV-1 protein that degrades it), YFP fluorescence increase. AID 602313, 2012. 390,000 tested, 0.2% active; note: % of control where 0% means no effect; nearly all actives have a fitted effect of over 65% in size
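HeLa cells stably expressing Vif plus C-terminally eYFP-tagged A3F were seeded, incubated overnight at 37 deg C, dosed with compound, incubated overnight again at 37 deg C. Yellow fluorescence (Ex 488/Em 500-530) reported blocked Vif-mediated A3F-eYFP degradation.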
TrxR1 substrate – qHTS Assay for Substrates of Mammalian Selenoprotein Thioredoxin Reductase 1 (TrxR1): qHTS; purified TrxR1 substrate turnover, NADPH consumption readout; 390,000 tested, 0.01% active; Potency, µM (series often up to 114 µM), for inactives: at the top dose activity change, negative = substrate turnover; Thioredoxin reductase 1, cytoplasmic (Rattus norvegicus), O89049; note: % is set by controls: 0 for no effect and ±100 for the full control effect; nearly all actives have a fitted effect of over 50% in size
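Rat TrxR1, dispensed at 90 nM, was prereduced with 400 uM NADPH (final) for 5 min at ~22 deg C, then incubated with compound 15 min before 400 uM selenite. A first-read NADPH fluorescence drop versus no-compound background flagged substrates.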
TrxR1 inh – qHTS Assay for Inhibitors of Mammalian Selenoprotein Thioredoxin Reductase 1 (TrxR1): qHTS; recombinant rTrxR1, NADPH fluorescence consumption, selenite substrate; Potency, µM (titrated, usually from 114 µM), without a hit: at the top dose activity change, negative = inhibition, actives largely listed as inhibitors; 390,000 tested, 1% active; AID 588453, 2011; note: % is set by controls: 0 for no effect and ±100 for the full control effect; nearly all actives have a fitted effect of over 65% in size
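Rat TrxR1 (90 nM in the dispensed reagent) was pre-reduced with 400 uM NADPH for 5 min at room temperature, then incubated with compound for 15 min. After 400 uM selenite was added, NADPH fluorescence (Ex 340/Em 450 nm) was followed for 8 min.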
Vif-APOBEC3G blk – qHTS for Inhibitors of Vif-A3G Interactions: qHTS; HeLa A3G-eYFP + Vif (tagged APOBEC3G with the HIV-1 protein that degrades it), YFP fluorescence, overnight; Potency, µM (top dose mostly 46.1 µM), inactives show at the highest dose activity, negative = active, usual class: inhibitors; 410,000 tested, 0.076% active;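 note: % is set by controls: 0 for no effect and ±100 for the full control effect; nearly all actives have a fitted effect of over 60% in size; hits raise eYFP signal because A3G escapes Vif-driven loss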
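Read-out is eYFP fluorescence (Ex 488/Em 500-530) from Vif-expressing HeLa A3G-eYFP cells; more signal means A3G escaped Vif-mediated degradation. Cells plated overnight, compound pinned in, incubated overnight at 37 deg C.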
12-LOX inh – Primary qHTS assay for inhibitors of human arachidonate 12S-lipoxygenase (ALOX12): Round 2 | Polyunsaturated fatty acid lipoxygenase ALOX12 (Homo sapiens), P18054 | 580,000 tested, 1.1% active | Potency, µM (doses to about 108 µM), for the others: top-dose activity change, negative = inhibition, hits mostly inhibitors | purified 12hLO, xylenol orange hydroperoxide absorbance; note: % is set by controls: 0 for no effect and ±100 for the full control effect
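Purified human 12hLO at 150 nM in 25 mM Hepes, 0.01% Triton X-100, pH 7.0, preincubated 15 min at room temperature with compound. Reaction started with 40 uM arachidonic acid, 30 min at room temperature. Hydroperoxide measured by Fe-xylenol orange, 573/405 nm absorbance ratio.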
* hit, by the source's call; ? = inconclusive; · = not tested or not shown; & = joins results of further samples; [ ] = dose if it differs, or a comment. Calls come from the whole dose curve; as a rule, active = well fitted curve in the direction sought with a large enough effect; inconclusive = small, poorly fitted or top-dose-only effect, or another doubt; inactive = no such curve, though single readings can be large; an effect the other way counts as inactive or inconclusive. Potency is the fitted concentration of half-maximal effect. These rows are one share of the data; rates above refer to the full screens.

SMILES	RGS4 inhibitor	RXFP1 agonist	mIDH1 inhibitor	USP1-UAF1 inh	Vif-APOBEC3F blk	TrxR1 substrate	TrxR1 inh	Vif-APOBEC3G blk	12-LOX inh
C[C@@H](/C=C/c1ccc2ccccc2c1)C1COC(=O)C[C@H]1O (stereo not given in full)	-15%	·	·	·	·	-8%	-7%	-1%	·
O=C(O)/C=C/C(=O)Nc1ccc(OC(F)(F)F)cc1Br	-19%	0.0%	6%	-3%	6%	-15%[57.1 µM]	17%[57.1 µM]	-9%	42%[activator]
COCCN1CCc2nc(SCC(=O)Nc3ccc(C)c(Cl)c3)[nH]c(=O)c2C1	-11%	-0.6%	0%	-26%	-6%	3%	17%	2%	-18%
COc1cc(C(=O)Nc2ccc(S(=O)(=O)N(C)c3ccccc3)cc2)cc(OC)c1OC	-1%	-0.4%	6%	0%	2%	-10%	0%	2%	15%
O=C(C1CCN(Cc2ccc(F)cc2)CC1)N1CCN(C/C=C/c2ccccc2)CC1	-14%	-1.5%	5%	-19%	21%	5%[57.1 µM]	20%[57.1 µM]	4%	-13%
COc1ccc(N2CCN(CCNC(=O)Nc3ccc(C)cc3Cl)CC2)cc1	0%	2.7%	-9%	-13%	-16%	-2%	4%	-12%	-5%
O=C(O)C1=CC[C@@H](c2ccc(Cl)cc2)N(S(=O)(=O)c2ccc(Cl)cc2)[C@H]1c1ccc(Br)cc1	-12%	·	?	?	0%	-1%	7%	-11%	-80%
O=C(c1cccs1)N1CCN=C1SCc1cccc(F)c1	5%	-2.8%	4%	-11%	3%	0%	23%	-4%	28%
O=C(Cc1ccc(Br)cc1)N1CCCC1	-7%	-1.0%	1%	-23%	3%	6%[57.1 µM]	11%[57.1 µM]	-8%	17%
Cc1cc(C)cc(NC(=S)NCC2CCN(C(C)c3ccccc3)C2)c1 (stereo not given)	-9%	-0.2%	-2%	-10%	15%	3%	-8%	-2%	?
Cc1cccc(NC2=CC(c3cccc(Br)c3)N(c3cccc(C)c3)C2=O)c1 (stereo not given)	-28%	2.3%	3%	-19%	1%	5%	?	-4%	?
COC(=O)C(CC(=O)c1ccc(C)cc1)n1cccn1 (stereo not given)	-15%	1.0%	-1%	-19%	7%	5%	?	-3%	8%
CC1(C)SC2c3ccccc3C(=O)N2[C@@H]1C(=O)NC1CC1 (stereo not given in full)	-3%	2.8%	5%	-21%	1%	-8%	-2%	2%	-12%
CC(OC(=O)c1ccco1)C(=O)NCc1ccc2c(c1)OCO2 (stereo not given)	18%	0.4%	5%	-6%	1%	0%	18%	-1%	1%
C=CCC[C@H](Cc1ccc(F)cc1)C(=O)OC[C@@H](Cc1c[nH]c2ccccc12)NC(=O)[C@@H](CC=C)CC(=O)N(CCO)Cc1ccccc1	-1%	·	4%	14%	1%	3%[57.1 µM]	13%[57.1 µM]	1%	?
Cc1occc1C(=O)N1CCN(c2ncccn2)CC1	-6%	1.4%	8%	3%	-2%	0%	-20%	-1%	-2%
CCC(C(=O)NC(C)(C)C)N(Cc1ccc(F)cc1)C(=O)c1snc(C(N)=O)c1N (stereo not given)	2%	-2.5%	6%	0%	4%	9%[57.1 µM]	7%[57.1 µM]	3%	1%
CC(C(=O)Nc1cccc([N+](=O)[O-])c1)n1nnc2ccccc21 (stereo not given)	2%	3.0%	12%	-16%	-2%	-10%	-9%	-8%	0%
CN(C(=O)CCCN1C(=O)c2ccccc2C1=O)C1CCCCC1	-10%	0.8%	1%	-13%	-9%	-3%	?	-2%	22%
O=C(Oc1ccc(-c2ccccc2)cc1)c1ccco1	15%	·	9%	-5%	-16%	-5%[57.1 µM]	-4%[2.29 µM]	2%	-1%
O=[N+]([O-])c1ccccc1S(=O)(=O)Nc1ccc(-c2ccc(N3CCOCC3)nn2)cc1	-9%	2.2%	-16%	-22%	13µM*	0%[57.1 µM]	7%[57.1 µM]	-12%	-7%
O=C(COC(=O)CCc1nc2ccccc2c(=O)[nH]1)NC1CCS(=O)(=O)C1 (stereo not given)	-5%	5.8%	-11%	-9%	-12%	2%	5%	-1%	-4%
Cc1c(S(=O)(=O)N2CCN(c3cccc(C(F)(F)F)c3)CC2)c(=O)n(C)c(=O)n1C	2%	2.9%	12%	-16%	-7%	10%[57.1 µM]	-1%[57.1 µM]	5%	32%[activator]
CCCN(CCC)C(=O)CSc1c2c(nc3ccc(Cl)cc13)CCCC2	-7%	8.4%	0%	-34%	2%	-6%	17%[2.29 µM]	-15%	0%
O=c1cc(O)n(C2CCCCCC2)c(=O)[nH]1	?	-2.2%	3%	-16%	-14%	8%	-12%	-6%	-5%
COCc1ccccc1C1=CC(=O)C[C@H](c2ccc(F)cc2)C1	10%	-3.0%	9%	-16%	-3%	-4%	5%	0%	-12%
CC(C(=O)N1CCCCC1)N1C(=O)c2ccccc2C1=O (stereo not given)	-9%	0.0%	9%	-8%	-1%	1%[57.1 µM]	16%[57.1 µM]	1%	-14%
Cn1c(=O)n(C)c2cc(N3CCOCC3)c(NS(=O)(=O)c3ccc(C(C)(C)C)cc3)cc21	3%	3.5%	32%[activator]	-19%	-15%	-5%	-3%	2%	-13%&5%
CCOc1cc(/C=C(\C(=O)O)c2ccc(S(=O)(=O)N3CCCC3)s2)ccc1OC	23%	8.0%	11%	-5%	-10%	-5%	5%	-2%	36%[activator]
Cc1ccc2oc(=O)c3cc(C(=O)NCCCOC(C)C)sc3c2c1	-3%	15%	-2%	-24%	-7%	15%	28%	-2%	-11%
Cc1cccc(Cn2c(=O)n(Cc3ccccc3)c(=O)c3oc4ccccc4c32)c1	-6%	1.5%	45%[activator]	-1%	0%	-2%	20%	4%	-9%
O=C(Nc1ccc(S(=O)(=O)N2CCCCC2c2cccnc2)cc1)c1ccccc1F (stereo not given)	13%	0.4%	9%	-14%	0%	4%	14%	0%	1%
CCOC(=O)COc1ccccc1/C=C1/NC(=O)NC1=O	25%	-0.2%	0%	-22%	-17%	-4%	-5%	-1%	-20%
COc1ccc(C(CC(=O)O)NS(=O)(=O)c2ccc(C)cc2)cc1 (stereo not given)	8%	-0.1%	-3%	-11%	-8%	12%[57.1 µM]	-6%	-1%	-21%
NC(=O)c1ccsc1NC(=O)CSc1nnc2ccccn12	-36%[56.9 µM]	4.7%	17%	-7%	-5%	5%	5%	0%	33%[activator]
CC1CCN(c2ccccc2NC(=O)c2cc([N+](=O)[O-])ccc2N2CCOCC2)CC1	-25%	1.3%	6%	-21%	2%	-7%	-2%	-6%	8%
CC(=O)N[C@@H](Cc1ccc(O)cc1)CN1C(N)=NC[C@@H]1CC(C)C	-17%	-0.7%	10%	-18%	-3%	1%	6%	1%	1%
Cc1nn(-c2ccccc2)c(C)c1C(=O)OCC(=O)NC12CC3CC(CC(C3)C1)C2	-15%	-0.6%	0%	-19%	-5%	0%	-2%	0%	?
O=C(Nc1cc(Cl)ccc1N1CCOCC1)c1ccc2c(c1)OCCO2	-15%	3.6%	0%	-31%	-1%	-4%	20%	0%	33%
Cc1nnc(Nc2ccc3c(c2)ncn3C)c2ccccc12	9%	-0.2%	20%	-7%	-3%	-13%	-8%	?	1%
CC(C)CC(=O)Nc1nnc2n1CCS2	-12%	1.5%	-10%	-32%	6%	2%[57.1 µM]	18%[57.1 µM]	0%	0%
O=C(N[C@@H]1C/C=C\C[C@@H](CC(=O)N(CCO)Cc2ccccc2)C(=O)N[C@H](Cc2ccccc2)COC1=O)OCC1c2ccccc2-c2ccccc21	7%	·	-5%	-20%	3%	-3%	-9%	1%	3%
COc1ccc(OCC2CCCN(Cc3nc(CC4CC4)no3)C2)cc1 (stereo not given)	-9%	3.4%	18%	-24%	8%	-1%	18%	1%	-6%

Compounds from the list above that contain a tert-butyl group (2):
SMILES	RGS4 inhibitor	RXFP1 agonist	mIDH1 inhibitor	USP1-UAF1 inh	Vif-APOBEC3F blk	TrxR1 substrate	TrxR1 inh	Vif-APOBEC3G blk	12-LOX inh
CCC(C(=O)NC(C)(C)C)N(Cc1ccc(F)cc1)C(=O)c1snc(C(N)=O)c1N (stereo not given)	2%	-2.5%	6%	0%	4%	9%[57.1 µM]	7%[57.1 µM]	3%	1%
Cn1c(=O)n(C)c2cc(N3CCOCC3)c(NS(=O)(=O)c3ccc(C(C)(C)C)cc3)cc21	3%	3.5%	32%[activator]	-19%	-15%	-5%	-3%	2%	-13%&5%
